EPAC2 antagonist – EPAC2 (human) antagonism | Q8WZA2 | EPAC2 GEF exchange of Rap1B-BODIPY-GDP, fluorescence | Potency, µM (top dose mostly 114 µM), without a hit: at the highest dose activity, negative = inhibition, most hits filed as inhibitors | 0.18% of 360,000 active; also: % is scaled to controls: 0 for no effect and ±100 for the full control effect; nearly all actives have a fitted effect of over 45% in size; many of its hits are not listed in these tables
Target sequence (Q8WZA2 whole entry, looked up): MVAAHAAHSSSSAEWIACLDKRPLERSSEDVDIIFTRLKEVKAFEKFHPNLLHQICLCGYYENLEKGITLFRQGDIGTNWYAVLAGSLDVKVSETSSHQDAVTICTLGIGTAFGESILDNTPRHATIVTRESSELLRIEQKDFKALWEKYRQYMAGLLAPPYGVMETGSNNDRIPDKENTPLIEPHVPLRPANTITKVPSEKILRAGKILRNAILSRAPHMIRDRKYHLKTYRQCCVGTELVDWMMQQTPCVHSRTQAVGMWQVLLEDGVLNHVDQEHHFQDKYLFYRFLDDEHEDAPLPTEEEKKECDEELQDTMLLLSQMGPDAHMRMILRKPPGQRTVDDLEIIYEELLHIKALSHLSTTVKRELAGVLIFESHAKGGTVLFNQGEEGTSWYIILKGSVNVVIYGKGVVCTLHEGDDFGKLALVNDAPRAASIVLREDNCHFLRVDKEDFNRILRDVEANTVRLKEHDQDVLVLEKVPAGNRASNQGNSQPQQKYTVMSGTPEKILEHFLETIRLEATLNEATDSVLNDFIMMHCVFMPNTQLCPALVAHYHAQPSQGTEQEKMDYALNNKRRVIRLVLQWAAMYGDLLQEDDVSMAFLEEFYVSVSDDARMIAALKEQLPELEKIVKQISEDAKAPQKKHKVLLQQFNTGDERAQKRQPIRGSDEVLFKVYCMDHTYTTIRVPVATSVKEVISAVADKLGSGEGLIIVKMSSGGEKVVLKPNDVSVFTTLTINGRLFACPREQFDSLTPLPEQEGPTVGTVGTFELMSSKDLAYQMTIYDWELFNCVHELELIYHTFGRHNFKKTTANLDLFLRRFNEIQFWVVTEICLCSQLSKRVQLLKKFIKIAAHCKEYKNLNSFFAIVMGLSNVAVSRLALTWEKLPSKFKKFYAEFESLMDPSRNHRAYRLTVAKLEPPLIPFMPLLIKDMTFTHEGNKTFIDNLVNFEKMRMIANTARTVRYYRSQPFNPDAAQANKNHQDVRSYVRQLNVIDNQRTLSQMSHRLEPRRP
S2 tox – viability counter-screen for ATXN expression inhibitors | 0.49% of 400,000 active | S2 cells (HEK-293 line with an ATXN2-luciferase reporter) viability, CellTiter-Fluor protease fluorescence, 24 h | Potency, µM (doses to about 56.7 µM), usual class: cytotoxic; also: nearly all actives have a fitted effect of over 40% in size
A549 tox – counter-screen for Nrf2 inhibitors: cytotoxicity in A549 cells; AID 504648; Potency, µM (series often up to 46 µM), for the others: top-dose activity change, negative = cytotoxicity, usual class: inhibitors; 0.16% of 390,000 active; A549 ARE-Fluc cells, CellTiter-Fluor viability, 18-24 h; also: % is scaled to controls: 0 for no effect and ±100 for the full control effect
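A549 ARE-Fluc cells in 5% FBS OPTI-MEM, 5000 cells/well, rested 2 h then exposed to compounds in concentration-response for 18-24 h at 37 °C. Viability by CellTiter-Fluor fluorescence (Ex 405/Em 525) after 30 min; luciferase luminescence (BugLite, 15 min, RT) read afterwards.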
MCF10A rereplic – DNA re-replication induction in MCF 10a cells; MCF 10A DNA re-replication, Hoechst nuclear intensity, 48 h; Potency, µM (series often up to 46.1 µM), without a hit: at the top dose activity, positive = re-replication, hits mostly activators; 2.9% of 350,000 active; AID 624296; also: % of control where 0% means no effect; nearly all actives have a fitted effect of over 50% in size
Nrf2 block – blocks Nrf2 signaling. 2.1% of 360,000 active. A549 ARE-Fluc reporter, luciferase luminescence, 18-24 h. Potency, µM (series often up to 46 µM), for inactives: at the top dose activity change, negative = inhibition, usual class: inhibitors; also: % is scaled to controls: 0 for no effect and ±100 for the full control effect; nearly all actives have a fitted effect of over 60% in size
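Concentration-response testing used A549 ARE_Fluc cells at 5000 cells/well. Following an 18-24 h compound incubation, viability was read by fluorescence (Ex 405/Em 525) and luciferase output by luminescence.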
HepG2 tox – kills HepG2 cells in TGF-b inhibitor counter-screen | HepG2 CAGA-GFP viability, ATP luminescence, 18 h | AID 588856 | 0.76% of 410,000 active | Potency, µM (series often up to 46.1 µM), without a hit: at the top dose activity change, negative = cytotoxicity, hits mostly cytotoxic; also: some results filed as inactive show a strong effect at the top dose
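CellTiter-Glo luminescence gave cytotoxicity after 18 hours at 37 degrees C. The cells were HepG2 CAGA-GFP in 1% FBS DMEM, stimulated with 500 pg/mL TGF-beta after compound addition. %Activity was normalised to no-cell wells (complete cell-killing) and DMSO (no toxicity), and curves were fitted and classified.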
Nrf2 activator – activators of Nrf2 (ARE) signaling. AREc32 ARE-luciferase reporter (MCF7-derived line), luminescence, 24 h. Potency, µM (series often up to 46.1 µM), inactives show at the highest dose activation, most hits filed as activators. 0.31% of 410,000 active. AID 624171; also: % of control where 0% means no effect; nearly all actives have a fitted effect of over 65% in size
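ARE activation measured as luciferase luminescence (Steady-Glo, 30 min RT) in AREc32_Fluc cells after 24 hr compound exposure at 37 deg C, 5% CO2; cells seeded overnight at 1000/well in OPTI-MEM, 5% FBS.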
TGFb inhibitor – inhibitors of TGF-b signaling; HepG2 CAGA-GFP TGF-b/SMAD3 reporter, GFP fluorescence, 18 h; TGF-beta stimulated, 500 pg/mL final; Potency, µM (doses to about 46.1 µM), for inactives: at the top dose activity, negative = inhibition, hits mostly inhibitors; 1.2% of 410,000 active; also: % is scaled to controls: 0 for no effect and ±100 for the full control effect; nearly all actives have a fitted effect of over 65% in size
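Inhibition was scored as loss of TGF-beta-induced (500 pg/mL final, 18 hours, 37 degrees C) GFP in HEPG2 cells carrying a CAGA-GFP reporter, in DMEM with 1% FBS. Well GFP was summed per cell; Activity was normalised to unstimulated and stimulated DMSO wells, then concentration-response fitting.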
ATXN2 expr inh – reduces ATXN2 reporter expression in HEK-293 cells. HEK-293 ATXN2-luciferase reporter, luminescence, 24 h. Potency, µM (top dose mostly 57 µM), inactives show at the highest dose activity change, negative = inhibition, most hits filed as inhibitors. 0.72% of 360,000 active. AID 1745845; also: % is scaled to controls: 0 for no effect and ±100 for the full control effect; nearly all actives have a fitted effect of over 55% in size
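ATXN2-luciferase reporter cells (luciferase flanked by upstream and downstream ATXN2 gene portions) were treated 24 h at 37 °C with compounds at up to 57 uM. SteadyGlo luminescence gave expression; GF-AFC fluorescence gave viability.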
Starred values were filed as active, the others as inactive; i = inactive; ? = inconclusive; · = not tested or not shown; & = joins results of further samples; [ ] = another dose, or the depositor's remark. Calls follow the shape of the dose curve; as a rule, active = well fitted curve in the direction sought with a large enough effect; inconclusive = small, poorly fitted or top-dose-only effect, or another doubt; inactive = no such curve, though single readings can be large; an effect the other way counts as inactive or inconclusive. Potency is read from the fitted curve at half-maximal effect. Some of the compounds tested; count on the stated rates, not on these rows.

SMILES | EPAC2 antagonist | S2 tox | A549 tox | MCF10A rereplic | Nrf2 block | HepG2 tox | Nrf2 activator | TGFb inhibitor | ATXN2 expr inh
CC1(C)NC(=O)N(CC(O)CN(c2ccccc2)S(=O)(=O)c2ccc([N+](=O)[O-])cc2)C1=O (configuration not stated) | 6.7% | i | 7.5% | -24.5% | -14.6% | -7.7% | 0.2% | 4.9% | 3.5%
COc1ccc(NC(=O)CCc2nnc3n(CC(C)C)c(=O)c4ccccc4n23)cc1 | · | · | -8.0% | · | -11.2% | 3.2% | -0.4% | 0.0% | ·
CCC(=O)NC(Nc1sc2c(c1C(=O)OC)CCN(C)C2)(C(F)(F)F)C(F)(F)F | -0.2% | ? | -2.3% | -1.8% | -5.7% | 4.8% | 0.1% | -0.8% | 7.5%
O=C(Nc1cccc(Cl)c1)Nc1ccon1 | 1.3% | i | 0.6% | 1.0% | 5.9% | -0.5% | 1.9% | -6.1% | 8.5%
O=C(CSc1nc2ccccc2c(=O)n1-c1cccc(C(F)(F)F)c1)NC1CC1 | 0.6% | i | -22.5% | ? | ? | -3.0% | -0.7% | -1.7% | -8.0%
Cc1ccccc1N=C/C=C1/C=C(c2ccccc2)OC(C)(C)O1 | -10.7% | i | -9.2% | 18.0% | -4.7% | -1.1% | 11.9% | -13.3% | -18.4%
COc1cc(/C=C/C(=O)OC2CC3CCC2(C)C3(C)C)ccc1O (configuration not stated) | -14.4% | ? | 2.0% | ? | -7.9% | -110.7% | 0.7% | ? | -29.2%
CC1(C(=O)Nc2cccc(C#N)c2)CCN1C(=O)C1(c2ccccc2)CC1 (configuration not stated) | 9.1% | i | · | · | · | -5.2% | 0.4% | 0.1% | 0.4%
CCCCCCn1cnc2c(c1=O)c1nc3ccccc3nc1n2/N=C/c1ccco1 | -8.8%[57.1 µM] | i | -5.6% | -8.6% | -21.3% | -10.6% | 0.2% | -0.9% | 2.5%
CCc1ccc(C(O)(CC)C(CN2CCOCC2)c2ccccc2)cc1 (configuration not stated) | -6.7% | i | -2.9% | 14.2% | -12.6% | -20.6% | 4.5% | -12.7% | -15.1%
CN(C)C(=S)Nc1ccc(Cl)cc1 | 1.2% | i | -12.4% | -3.6% | -14.3% | -2.0% | 0.2% | -7.6% | 0.3%
Cc1ccc(Cl)cc1N(C)C(=O)C1CCCN(c2ncnc3onc(-c4ccc(F)cc4)c23)C1 (configuration not stated) | · | i | -18.5% | · | ? | -0.6% | -0.2% | 11.2µM* | ?
COc1cc(OC)c2ccc(=O)oc2c1C(CCN1CCCC(C)C1)c1ccc2c(c1)OCO2 (configuration not stated) | 11.3% | 28.2µM* | 16.4µM* | 2.4% | 14.2%&-1.0% | -46.0%&-26.7% | 6.0% | ? | -21.3%
COc1cc(C=O)ccc1OCc1ccccc1Br | -0.7% | i | -4.1% | -48.0%[inhibitor] | 15.8% | -14.0% | 0.7% | -19.0% | 32.4%[activator]
Cn1c(-c2ccc(F)cc2)cnc1NCc1ccc(F)cc1F | -1.9% | · | 5.3% | -0.3% | -4.7% | 5.6% | 2.5% | 13.6% | ·
COc1ccc(CCN(C)C(=O)C2CCCN(C3CCN(Cc4ccccc4)CC3)C2)cc1OC (configuration not stated) | 3.3% | i | 10.3% | 23.4% | 1.1% | -47.8% | 2.2% | -29.2% | ·
Cc1ccc(S(=O)(=O)c2nc(-c3ccccc3)oc2SCC(=O)NC2CCCCC2)cc1 | · | i | -1.7% | · | 8.5%[9.27 µM] | 0.3% | -0.5% | 2.8% | 4.4%
Fc1ccc(Nc2nnc(C(F)(F)F)s2)cc1 | -1.2% | i | -1.3% | 4.0% | -9.5% | -2.0% | 0.1% | 4.1% | 5.4%
FC(F)(F)c1cnc(-c2cnc(-c3ccccn3)nc2)c(Cl)c1 | -8.7% | i | -5.2% | 7.3% | ? | -15.8% | 0.0% | ? | -21.9%
CN(C)c1ccc(/C=N/OC(=O)Nc2ccccc2Cl)cc1 | -1.8% | i | 5.3% | 1.2% | 4.0% | -17.2% | 0.0% | 1.3% | 19.7%
Cc1cc(Nc2cc(C)on2)n2ncnc2n1 | 0.3% | i | -3.9% | 2.8% | -11.0% | 3.3% | 0.3% | 8.6% | 8.0%
CCNC(=O)C(=O)NCC1OCCCN1S(=O)(=O)c1cccs1 (configuration not stated) | -1.1% | i | 0.3% | -4.5% | 11.1% | -20.2% | -0.5% | 3.3% | 4.1%
COc1ccc(OC)c(N=c2oc3cc(O)ccc3cc2C(N)=O)c1 | 11.4% | ? | 12.5% | 16.4µM* | 10.0% | -52.8% | 0.7% | 14.3% | -12.7%
CCOC(=O)c1c(C2CC2)csc1NC(=O)COC(=O)CCS(=O)(=O)c1ccc(C)cc1 | 2.6% | ? | -7.8% | 1.5% | 1.0% | 11.4% | -0.4% | 1.5% | -12.0%
O=C(NCCc1ccccc1)C1CCN(c2ncnc3c2nc2n3CCCCC2)CC1 | · | · | 13.5% | · | ? | 5.8% | -1.1% | 0.7% | ·
(listing goes on)
SMILES | EPAC2 antagonist | S2 tox | A549 tox | MCF10A rereplic | Nrf2 block | HepG2 tox | Nrf2 activator | TGFb inhibitor | ATXN2 expr inh
COC(=O)C1=C(C)N(CCCC(=O)O)C(=O)NC1c1ccc(C#N)cc1 (configuration not stated) | 21.6% | i | 4.0% | 0.0% | -1.5% | -0.3% | 0.2% | 6.4% | -1.9%
CCOC(=O)Cc1csc(NC(=O)c2cc(C)cc(C)c2)n1 | -13.7% | i | 1.3% | 16.2% | -7.0% | -9.6% | -1.0% | 0.4% | -10.8%
O=C(c1ccc(Br)o1)N1CCN(C23CC4CC(CC(C4)C2)C3)CC1 | -4.3% | i | 2.0% | 2.3% | 10.6% | -15.2% | -0.2% | -4.4% | 1.4%
CCc1c(C)sc(NC(=O)C2CC(c3c(F)cccc3Cl)=NO2)c1C#N (configuration not stated) | -15.8% | i | -14.4% | 17.3% | ? | -23.6% | 0.5% | -28.1% | 8.9%
CC(=O)c1cn(CC(=O)Nc2cccc(C)c2C)c2ccccc12 | 4.6% | i | -4.6% | 13.8% | 5.17µM* | -18.6% | 3.1% | -14.7% | -5.8%
Cc1ccc(NC(=O)COc2ccccc2C(N)=O)cc1S(=O)(=O)N1CCCCCC1 | -4.8% | 15µM* | ? | 9.9% | 5.17µM* | -17.6% | -0.9% | ? | ?
O=C(CCN1C(=O)/C(=C/C=C/c2ccccc2)SC1=S)Nc1cccnc1 | 1.3% | ? | -4.4% | ? | 23.4% | -17.5% | 3.2% | -0.6% | 5.6%
CN(C1=C(N2CCCCC2)C(=O)c2ccccc2C1=O)c1ccccc1 | -9.4% | ? | -17.0% | ? | -11.4% | -26.1% | -0.1% | 17.8µM* | -8.1%
COc1ccc(S(=O)(=O)c2ccccc2)cc1NC(=O)c1c(F)cccc1F | -4.2% | i | 0.6% | 18.0% | -27.6% | -17.5% | 6.7% | 7.4% | ·
COc1ccc(Br)cc1/C=N/Nc1ccc(Cl)c(C(=O)O)c1 | 3.4% | i | -4.7% | 13.5% | 5.0% | 13.2% | 0.1% | 0.2% | 16.7%
N/C(=N\OC(=O)C(c1ccccc1)c1ccccc1)c1cccnc1 | -9.1% | i | 8.2% | -1.1% | · | -53.8% | 0.0% | 4.8% | -1.0%
CCOC(=O)c1cc(-c2ccccc2)n(-c2cccc(C(=O)Nc3ccc(OC)cc3)c2)c1C | · | · | -1.1% | · | · | -17.8% | -0.4% | 0.0% | ·
Cc1nc(NC(=O)c2ccccc2)sc1C | -4.5% | i | 3.0% | -0.7% | ? | 15.8µM* | ? | 8.8% | ·
Cc1ccc(N(C(C)C(=O)O)S(=O)(=O)c2cccnc2)cc1 (configuration not stated) | 1.4% | i | -17.1% | -13.7% | -10.2% | -7.3% | -0.5% | -0.8% | -1.8%
CC1(C)CC[C@]2(C(=O)O)CC[C@]3(CO)C(=CCC4[C@@]5(C)C[C@H](O)[C@H](O)[C@@](C)(C(=O)O)C5CC[C@]43C)[C@@H]2C1 (some centres not stated) | 2.7% | i | 12.1% | 4.6% | 26.1% | -11.6% | 0.8% | -8.0% | -1.8%
Cc1[nH]c2ccccc2c1C(=O)C(=O)NCc1cccs1 | -3.7% | i | -1.8% | 25.5% | 0.5% | 29.7% | 2.6% | 18.1% | -16.1%
COc1cccc(C(C(=O)NC2CCCCC2)N(C(=O)c2cccs2)c2ccc3c(c2)OCO3)c1 (configuration not stated) | 1.8% | i | -3.4% | ? | ? | -23.0% | 0.1% | -14.8% | -8.2%
CC(=O)c1ccc(NC(=O)CSc2nc(-c3ccccc3F)nc3c2c(=O)n(C)c(=O)n3C)cc1 | · | i | 1.1% | · | · | 0.0% | 4.8% | -14.3% | 0.9%
COC(=O)Nc1ccc(S(=O)(=O)Nc2cccc3ccccc23)cc1 | 3.8%[57.1 µM] | i | ? | 29.8% | ? | -14.2% | 3.5% | 0.0% | -17.0%
CCOC(=O)N1CCc2c(sc3c2c(=O)n(-c2ccc(Cl)cc2)c(=O)n3CC(=O)Nc2ccccc2)C1 | · | i | -10.3% | · | · | 1.5% | 0.7% | 9.7% | 2.2%
CC(C)(C)OC(=O)C1C(=O)CC(C)(O)C(C(=O)OC(C)(C)C)C1c1cccnc1 (configuration not stated) | 24.6% | i | 1.7% | -3.4% | 22.8% | -3.5% | -0.1% | 14.6% | -2.7%
CC1(C)CC(=O)C(C=NCCCO)=C(O)C1 | -4.7% | i | 7.2% | ? | 11.6% | -2.0% | -1.2% | 0.5% | -0.6%

Profiles, quoted from the list:
Shown for CC(C)(C)OC(=O)C1C(=O)CC(C)(O)C(C(=O)OC(C)(C)C)C1c1cccnc1 (configuration not stated) = EPAC2 antagonist: 24.6%; S2 tox: i; A549 tox: 1.7%; MCF10A rereplic: -3.4%; Nrf2 block: 22.8%; HepG2 tox: -3.5%; Nrf2 activator: -0.1%; TGFb inhibitor: 14.6%; ATXN2 expr inh: -2.7%
Shown for O=C(c1ccc(Br)o1)N1CCN(C23CC4CC(CC(C4)C2)C3)CC1 = EPAC2 antagonist: -4.3%; S2 tox: i; A549 tox: 2.0%; MCF10A rereplic: 2.3%; Nrf2 block: 10.6%; HepG2 tox: -15.2%; Nrf2 activator: -0.2%; TGFb inhibitor: -4.4%; ATXN2 expr inh: 1.4%
